Screening data: PubChem, several laboratories
DNMT1 inh: DNMT1 (human) enzyme inhibition; P26358; DNMT1 molecular beacon, Hinp1I cleavage, fluorescence; inhibition (reported as % activation of signal), % at 10 µM; actives 0.83% (n = 360,000); in the data active means inhibition above about 50%
Target sequence (P26358 504-1616 limits assumed): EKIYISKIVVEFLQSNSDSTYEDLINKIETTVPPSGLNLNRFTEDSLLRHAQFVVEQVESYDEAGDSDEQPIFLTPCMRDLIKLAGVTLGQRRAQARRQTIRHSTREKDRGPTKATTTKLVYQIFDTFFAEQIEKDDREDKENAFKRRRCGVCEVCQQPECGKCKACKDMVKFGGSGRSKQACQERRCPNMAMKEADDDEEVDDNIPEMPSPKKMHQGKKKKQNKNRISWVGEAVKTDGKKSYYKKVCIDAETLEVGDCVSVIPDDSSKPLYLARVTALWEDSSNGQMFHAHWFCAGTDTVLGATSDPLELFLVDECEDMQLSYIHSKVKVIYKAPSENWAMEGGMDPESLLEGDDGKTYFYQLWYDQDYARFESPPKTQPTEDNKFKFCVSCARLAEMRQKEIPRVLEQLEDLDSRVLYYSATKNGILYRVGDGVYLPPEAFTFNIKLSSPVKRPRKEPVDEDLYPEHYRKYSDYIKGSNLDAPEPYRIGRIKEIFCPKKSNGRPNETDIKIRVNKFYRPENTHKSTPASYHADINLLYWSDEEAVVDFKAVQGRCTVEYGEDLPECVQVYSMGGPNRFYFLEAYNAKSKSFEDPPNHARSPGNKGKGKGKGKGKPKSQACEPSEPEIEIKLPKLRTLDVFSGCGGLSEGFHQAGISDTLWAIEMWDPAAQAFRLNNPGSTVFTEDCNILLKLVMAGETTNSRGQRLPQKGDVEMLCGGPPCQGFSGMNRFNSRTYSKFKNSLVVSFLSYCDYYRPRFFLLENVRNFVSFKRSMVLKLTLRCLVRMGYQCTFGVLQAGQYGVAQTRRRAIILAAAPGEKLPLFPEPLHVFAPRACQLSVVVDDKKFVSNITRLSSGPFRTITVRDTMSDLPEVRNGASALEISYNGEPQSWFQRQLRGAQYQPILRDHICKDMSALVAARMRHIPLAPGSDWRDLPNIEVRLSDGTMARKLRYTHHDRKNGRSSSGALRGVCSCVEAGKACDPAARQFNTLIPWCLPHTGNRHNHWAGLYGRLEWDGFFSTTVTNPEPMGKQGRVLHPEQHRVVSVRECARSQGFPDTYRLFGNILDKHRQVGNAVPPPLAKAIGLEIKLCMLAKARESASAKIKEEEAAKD
SUMO1-SIM PPI: alters human SUMO1 binding to SIM partners; P63165; inhibition, % at 20 µM; SUMO1 binding to a labelled peptide, TR-FRET, 1 h; actives 0.33% (n = 360,000); in the data active means inhibition above about 37%
NadD inh: NadD (S. aureus) enzyme inhibition; AID 602399; purified NadD enzyme, colorimetric absorbance read-out; inhibition, % at 20 µM; actives 0.78% (n = 360,000); in the data active means inhibition above about 26%; further: some compounds past the cut are filed as inactive
CSN deneddyl inh: CSN deneddylation inhibition; Purified CSN, SCF-Nedd8-OG deneddylation, fluorescence polarization; inhibition, % at 12.5 µM; actives 0.38% (n = 360,000); AID 651999;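 active means pattern-corrected inhibition above about 35%, with an unprinted fluorescence ratio check between 0.5 and 1.5, limit read from the data, passing the limit was not always enough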;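 further: 0% = enzyme with substrate and 100% = substrate without enzyme; some results filed as inactive read as strong as hits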
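Detection – fluorescence polarization · System – HEK293T-derived human Csn5 enzyme · Controls – substrate-only high control, full reaction low control · Timing – 90 min, room temperature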
TbMetRS inhib: blocks T. brucei methionyl-tRNA synthetase activity. inhibition, % at 11.9 µM. actives 0.4% (n = 360,000). purified T. brucei MetRS, ATP depletion, Kinase-Glo luminescence;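 active means inhibition above a per-plate cutoff of the control wells' mean inhibition plus 3 SD, cut at about 5.5% in these data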;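 further: 0% = DMSO wells median and 100% = median of wells with control inhibitor compound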
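Dosing: 11.9 µM compound single dose, 0.9% DMSO; Assay system: purified T. brucei MetRS enzyme; Measured by: Kinase-Glo luciferase luminescence reporting remaining unconsumed ATP; Schedule: 15 min plus 2 h at 25 °C.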
Scp-1 inhibitor: inhibitors of human Scp-1 phosphatase | Q9GZU7 | actives 0.88% (n = 340,000) | Recombinant Scp1, phosphopeptide, malachite green phosphate absorbance | inhibition, % at 20 µM;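 active means inhibition above about 50% at 20 µM, limit read from the data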;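 further: plate controls were DMSO wells with enzyme for no effect and wells lacking enzyme for full effect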
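assay system = SCP-1 phosphatase catalytic domain, residues 76-261 | buffer or medium = 50 mM Tris acetate pH 5.5, 0.005% Tween-20, 10 mM MgCl2 | incubation = enzyme reaction 45 min at room temperature, colour 5 min, stabilisation 30 min | signal = Phosphate-binding colour reagent, absorbance read at 630 nm | measure = % inhibition at 20 µM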
MsrA inhibitor: inhibits bovine methionine sulfoxide reductase A | inhibition, % at 15.5 µM | purified bovine MsrA, absorbance read-out | actives 0.75% (n = 360,000) | AID 651718; in the data active means inhibition above about 4.5%;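 further: 0% = vehicle wells with enzyme and 100% = reference inhibitor wells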
LMPTP block: blocks human LMPTP phosphatase; P24666; recombinant LMPTP-A, OMFP fluorogenic substrate, fluorescence intensity; inhibition, % at 20 µM; actives 0.22% (n = 360,000); AID 651560;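 active means compounds that cut the enzyme signal by at least half of the control window in the single-dose screen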;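 further: plate controls were DMSO wells with enzyme plus substrate for no effect and substrate without enzyme for full effect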
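Assay system: LMPTP-A, protein tyrosine phosphatase of low molecular weight / Medium: pH 6.0 Bis-Tris buffer with DTT and Triton X-100 / Schedule: 50 min enzyme reaction at room temperature, protected from light / Measured by: endpoint fluorescence intensity from OMFP dephosphorylation / Read-out basis: % inhibition relative to no-enzyme and uninhibited control wells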
Rpn11 inh: inhibitors of human proteasome Rpn11. O00487. human 26S proteasome, Ub4-pepOG fluorescence polarization; 20S core pre-blocked with epoxomicin. calls only at 20 µM. actives 0.59% (n = 360,000);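 active means inhibition at 20 µM, scaled to each plate's controls, above about 33%, limit read from the data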
STEP block: blocks human striatal-enriched tyrosine phosphatase | inhibition, % at 20 µM | actives 0.25% (n = 360,000) | AID 588621 | recombinant STEP, OMFP fluorogenic substrate, fluorescence;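 active means inhibition at 20 µM, scaled per plate between control wells, above about 37%, limit read from the data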;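 further: 0% = DMSO with enzyme and substrate and 100% = substrate only without enzyme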
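System: STEP (striatal-enriched tyrosine phosphatase) enzyme, cell-free; medium: Bis-Tris pH 6.0 buffer with DTT, detergent; dosing: 20 µM, 1% DMSO; times: reaction 20 min, ambient temperature; detection: fluorescence, 480/540 nm; read-out basis: normalized % inhibition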
An asterisk follows results filed as active; i = inactive; x = no result given; + = active, no number.

no. | structure | DNMT1 inh | SUMO1-SIM PPI | NadD inh | CSN deneddyl inh | TbMetRS inhib
1 | CCOc1ccccc1OC(=O)c1ccco1 | 2 | 0 | 0 | 4 | -2.0
2 | CCOc1nc(N=C(N)N)nc2c(C)cccc12 | -8 | -11 | 28 | 10 | -1.2
3 | Cc1ccc2oc(-c3cccc(NC(=O)c4cc(-n5cnnc5)ccc4Cl)c3)nc2c1 | 9 | 2 | 7 | -4 | -0.9
4 | CC(O)(CS(=O)(=O)Cc1ccccc1)C(=O)Nc1cccc(C(F)(F)F)c1 (centres undefined) | -3 | -2 | -10 | 1 | 0.0
5 | COc1ccc2c(c1)C1(C)CC(C)(C)N2C(=O)N1c1ccccc1 (centres undefined) | -1 | -4 | 5 | 0 | -1.0
6 | COC(=O)[C@]12CCCCC=C1N(Cc1ccco1)C(=O)[C@H](CC(=O)N1CCCCC1)C2 | x | 4 | 3 | -7 | 0.1
7 | CCOC(=O)Cn1c(=O)c2c(nc3n2CCN3Cc2ccccc2)n(C)c1=O | -2 | 1 | -5 | 7 | -0.9
8 | COc1ccc(C2=NS(=O)(=O)N(C)C(C(=O)Nc3ccc4c(c3)OCO4)=C2)cc1OC | -18 | -24 | -1 | 1 | -0.7
9 | CCn1c(SCC(=O)NC2CCCCC2)nc2ccccc2c1=O | 1 | -1 | 5 | -1 | 0.2
10 | O=C1CCCC2=C1C1(CCCC1)N=C(Nc1nc3ccccc3s1)N2 | 10 | 1 | 5 | 14 | -0.3

no. | Scp-1 inhibitor | MsrA inhibitor | LMPTP block | Rpn11 inh | STEP block
1 | 5 | 0.1 | -0.7 | i | 1
2 | -12 | 1.0 | 25 | + | 2
3 | -3 | -0.7 | -1.9 | i | -1
4 | -9 | 0.0 | -0.8 | i | -4
5 | -6 | -0.4 | 0.8 | i | -1
6 | x | -1.8 | -0.9 | x | x
7 | 0 | 1.1 | -1.8 | i | 4
8 | -7 | 2.8 | 1.2 | i | -5
9 | 4 | 0.1 | -1.5 | i | -3
10 | -2 | 0.0 | 1.7 | i | 12

More records.
no. | structure | DNMT1 inh | SUMO1-SIM PPI | NadD inh | CSN deneddyl inh | TbMetRS inhib
11 | Cc1ccc(NC2CC(C)NC(=S)N2)cc1 (centres undefined) | -2 | 4 | 7 | 3 | 0.7
12 | CC(C)Cn1c(O)c(/C=C2\C=NN=C2c2ccccc2)sc1=S | -8 | -7 | 3 | 3 | 0.4
13 | O=C(COC(=O)CCc1nc2ccccc2c(=O)[nH]1)Nc1ccc(Cl)cn1 | 0 | 5 | -3 | 1 | -0.5
14 | Cc1ccc(OCC(=O)OCC(=O)c2cccc([N+](=O)[O-])c2)cc1C | 0 | -24 | -2 | 4 | -0.5
15 | Cc1ccc(NC(=O)/C(=C\c2cccc(Br)c2)NC(=O)c2ccco2)cc1 | 1 | -10 | 3 | -5 | -1.9
16 | O=C(COC(=O)c1ccc([N+](=O)[O-])o1)NC1CCCCC1 | -5 | -27 | -6 | 3 | 0.2
17 | O=C(NCc1ccc(F)cc1)c1ccc(S(=O)(=O)N2CCCC2)cc1 | -1 | -1 | -3 | 2 | -0.1
18 | O=C(NCC(c1ccco1)N1CCc2ccccc2C1)c1cccc([N+](=O)[O-])c1 (centres undefined) | -2 | -21 | 0 | -8 | -0.1
19 | Cc1ccccc1N1CCN(C2CCCN(C(=O)c3ocnc3C)C2)CC1 (centres undefined) | 0 | -1 | -1 | 4 | -0.3
20 | CCOC(=O)c1cc2c(ccn2C)n1CC(=O)N(C)C | -1 | 1 | 3 | -17 | 0.7

no. | Scp-1 inhibitor | MsrA inhibitor | LMPTP block | Rpn11 inh | STEP block
11 | -5 | -1.0 | -1.9 | i | -2
12 | -11 | 2.5 | 2.8 | i | -4
13 | -7 | -0.1 | -0.6 | i | -2
14 | -17 | -0.2 | 0.5 | i | 0
15 | 0 | -0.7 | 0.4 | i | 1
16 | 0 | -0.3 | -0.7 | i | 4
17 | x | -0.3 | -2.6 | i | 2
18 | -6 | 0.2 | 0.9 | i | 1
19 | -8 | 0.6 | 0.9 | i | -2
20 | -8 | 2.4 | 0.8 | i | 2

Results in TbMetRS inhib (4 entries from above):
| # | SMILES | TbMetRS inhib |
| --- | --- | --- |
| 12 | CC(C)Cn1c(O)c(/C=C2\C=NN=C2c2ccccc2)sc1=S | 0.4 |
| 13 | O=C(COC(=O)CCc1nc2ccccc2c(=O)[nH]1)Nc1ccc(Cl)cn1 | -0.5 |
| 14 | Cc1ccc(OCC(=O)OCC(=O)c2cccc([N+](=O)[O-])c2)cc1C | -0.5 |
| 15 | Cc1ccc(NC(=O)/C(=C\c2cccc(Br)c2)NC(=O)c2ccco2)cc1 | -1.9 |

(further entries)
no. | structure | DNMT1 inh | SUMO1-SIM PPI | NadD inh | CSN deneddyl inh | TbMetRS inhib
21 | Cc1cccc(NC(=O)Cn2cnc3c(oc4nc5c(cc43)COC(C)(C)C5)c2=O)c1 | 1 | 0 | 7 | -3 | 2.3
22 | OCCNCc1cc(Br)ccc1OCc1ccc(Cl)cc1Cl | 0 | -2 | -11 | 5 | 1.8
23 | COc1ccc(C(=O)NCCSC2CCCCC2)cc1 | 14 | 2 | 3 | -4 | -1.4
24 | NC(=O)NNc1cccc(Cl)n1 | 1 | 4 | -3 | 5 | -0.2
25 | O=C(CCN1C(=O)C2C3C=CC(C3)C2C1=O)N1CCN(c2cccc(Cl)c2)CC1 (centres undefined) | 1 | 1 | 5 | -5 | -1.3
26 | COc1ccccc1NC(=O)Nc1ccccc1N1CCOCC1 | 0 | -2 | -11 | 1 | -0.5
27 | O=C(CNC(=S)N(Cc1ccc(F)cc1)C1CCCCC1)NCCN1CCOCC1 | 3 | -1 | -5 | 5 | -0.4
28 | COC(=O)CSc1nnc(Cc2cc(=O)[nH]c(=O)[nH]2)n1-c1cccc(OC)c1 | 0 | 1 | 4 | -4 | -1.2
29 | COc1ccc(NC(=O)COc2nsnc2N2CCOCC2)cc1 | 28 | -3 | -2 | 2 | 0.1
30 | COc1cc([N+](=O)[O-])cc(/C=N/NC(=O)c2cccnc2)c1O | 9 | -31 | -5 | 4 | -0.5

no. | Scp-1 inhibitor | MsrA inhibitor | LMPTP block | Rpn11 inh | STEP block
21 | -3 | -1.1 | -1.2 | i | -6
22 | -2 | 0.8 | -2.4 | i | 0
23 | 1 | 0.5 | 0.9 | i | -3
24 | -6 | -0.4 | -1.0 | i | 0
25 | -7 | 0.2 | -0.2 | i | -1
26 | -20 | -0.7 | -1.0 | i | -2
27 | -4 | 0.9 | -1.7 | i | -2
28 | -6 | -1.5 | -2.7 | i | 3
29 | 8 | 1.6 | -2.0 | i | -4
30 | 23 | 1.8 | 1.1 | i | 4

Next section
no. | structure | DNMT1 inh | SUMO1-SIM PPI | NadD inh | CSN deneddyl inh | TbMetRS inhib
31 | Cc1noc(NS(=O)(=O)c2ccc(NC(=O)C(Cl)(Cl)Cl)cc2)c1C | 0 | 4 | -4 | 2 | 1.3
32 | CC(C(=O)N(C)C1CCCCC1)N1CCC(C(N)=O)CC1 (centres undefined) | 1 | 6 | -3 | 1 | 0.2
33 | COc1cccc(N2CCN(c3ccc4nnc(CCC(=O)Nc5cc(C)ccn5)n4n3)CC2)c1 | -3 | 4 | 3 | -3 | 0.0
34 | O=C(Nc1ccc2c(c1)OCCO2)c1cccc(S(=O)(=O)N2CCOCC2)c1 | -2 | 2 | -5 | -4 | -0.7
35 | Cc1cccc(-n2nnc3cnn(C)c3c2=O)c1 | 3 | 0 | -2 | -2 | -1.3
36 | CCN1CCN(CCOc2cccc(Oc3ccccc3)c2)CC1 | 0 | -3 | 1 | -5 | -0.4
37 | Cc1cc2c(cc1C)CN(c1ccccc1)C2 | 8 | -7 | 1 | 0 | -0.9
38 | Cc1cc(=O)[nH]c2c(N=Nc3ccc(O)cc3)c(N)nn12 | -1 | -8 | 0 | 7 | -0.3
39 | COc1ccc(Br)cc1CNc1ccc(N2CCOCC2)cc1 | -7 | 8 | -3 | 1 | 0.1
40 | COc1ccc(OC)c(/C=N/NC(=O)CC2C(=O)NN=C2C)c1 (centres undefined) | 4 | -8 | -1 | 4 | -2.8

no. | Scp-1 inhibitor | MsrA inhibitor | LMPTP block | Rpn11 inh | STEP block
31 | -5 | 0.5 | -2.8 | i | 0
32 | -10 | -0.4 | -1.4 | i | -4
33 | 11 | -1.0 | -0.2 | i | 0
34 | -9 | 0.4 | -3.2 | i | -3
35 | -11 | 1.4 | -2.2 | i | -5
36 | -1 | -0.5 | -0.8 | i | 1
37 | 10 | -0.7 | -0.8 | i | 2
38 | -1 | 1.7 | -0.1 | i | 2
39 | 2 | -1.1 | 0.6 | i | 4
40 | -2 | 3.6 | -0.1 | i | -1

Some of these compounds in order of the LMPTP block value, ascending:
No.	SMILES	LMPTP block
17	O=C(NCc1ccc(F)cc1)c1ccc(S(=O)(=O)N2CCCC2)cc1	-2.6
4	CC(O)(CS(=O)(=O)Cc1ccccc1)C(=O)Nc1cccc(C(F)(F)F)c1 (centres undefined)	-0.8
1	CCOc1ccccc1OC(=O)c1ccco1	-0.7

(continued)
no. | structure | DNMT1 inh | SUMO1-SIM PPI | NadD inh | CSN deneddyl inh | TbMetRS inhib
41 | Cc1cc(C)c(S(=O)(=O)N(CC(=O)N2CCOCC2)C2CCCCC2)c(C)c1 | 2 | -1 | -3 | 1 | -1.5
42 | COc1ccc(C(O)(c2ccccc2OC)C(CN2CCOCC2)c2ccccc2)cc1 (centres undefined) | 11 | 3 | -8 | 2 | -1.4
43 | CCOC(=O)N1CCN(C(=O)C2CCC(CNS(=O)(=O)c3ccccc3)CC2)CC1 (centres undefined) | -2 | 0 | -8 | -1 | -0.7
44 | O=C(Nc1nncs1)c1cccc(S(=O)(=O)N2CCCC2)c1 | 5 | 8 | 2 | -4 | -1.9
45 | Cc1c(NC(=O)C(C)Oc2ccccc2F)c(=O)n(-c2ccccc2)n1C (centres undefined) | 1 | 5 | -5 | 3 | -0.3
46 | Cc1ccc(-n2c(SCC(=O)Nc3cc(C)on3)nc3c([nH]c4ccccc43)c2=O)cc1 | 14 | -3 | 10 | 3 | -0.4

no. | Scp-1 inhibitor | MsrA inhibitor | LMPTP block | Rpn11 inh | STEP block
41 | 3 | 0.1 | 0.2 | i | -6
42 | 1 | 1.4 | 1.5 | i | -2
43 | -10 | 0.8 | -0.4 | i | -3
44 | 0 | 0.3 | -1.3 | i | -3
45 | -5 | 0.5 | -1.2 | i | 0
46 | -15 | -0.9 | 2.0 | i | 2
